PGK inhibitor – blocks T. brucei phosphoglycerate kinase. P07378. PGK/GAPDH coupled, Kinase-Glo luminescence, 60 min. Potency, µM (highest dose often 57.5 µM), for the others: at the highest dose activity change, negative = inhibition, hits mostly inhibitors. 380,000 compounds, 0.043% hits. AID 602233; also: potency is read from the fitted curve at half-maximal effect; % is scaled to controls: 0 for no effect and ±100 for the full control effect; nearly all actives have a fitted effect of over 60% in size
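Luminescent ATP detection (Kinase-Glo Plus) follows a 60-minute room-temperature incubation, with wells lacking PGK as controls. Buffer: 100 mM TEA (pH 7.6), 5 mM MgCl2, 0.01% Tween-20. Coupling enzyme GAPDH (100 nM final) supplies unstable 1,3-BPG in-well.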
ERG Ets-DNA blk – ERG Ets/DNA interaction inhibition; fluorescence polarization, His-ERG Ets domain / labelled DNA; Potency, µM (series often up to 76.9 µM), inactives show at the top dose FP activity, negative = inhibition, usual class: inhibitors; 370,000 compounds, 0.028% hits; AID 624246; active = well fitted inhibition curve with a large enough effect in the polarisation, with a control signal flat; inconclusive = small, poorly fitted or top-dose-only effect, or effect the other way, or a change in a side signal; inactive = no such curve, though single readings can be large or run the other way; the % refers to the polarisation;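 also: polarization taken with two DNA probes labelled with fluorescein and Texas red; potency is read from the fitted curve at half-maximal effect; % of control where 0% means no effect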
Target sequence (P11308 whole entry, looked up, the tested form may be a part): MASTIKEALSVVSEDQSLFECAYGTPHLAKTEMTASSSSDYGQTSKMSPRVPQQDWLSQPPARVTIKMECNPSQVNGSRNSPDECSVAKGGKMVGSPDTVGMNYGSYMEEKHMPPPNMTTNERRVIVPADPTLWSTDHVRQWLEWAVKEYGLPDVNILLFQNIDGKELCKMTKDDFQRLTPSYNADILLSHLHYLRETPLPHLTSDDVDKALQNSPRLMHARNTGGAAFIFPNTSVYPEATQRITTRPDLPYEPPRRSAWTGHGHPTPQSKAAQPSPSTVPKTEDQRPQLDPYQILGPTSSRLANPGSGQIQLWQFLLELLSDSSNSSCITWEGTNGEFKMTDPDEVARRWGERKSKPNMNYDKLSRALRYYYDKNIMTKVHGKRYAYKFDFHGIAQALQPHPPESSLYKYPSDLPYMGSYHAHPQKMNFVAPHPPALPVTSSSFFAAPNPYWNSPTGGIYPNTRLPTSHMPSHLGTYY
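His-tagged ERG Ets domain (1 uM in the protein solution; 300mM KCl, 50mM Tris-HCl, 1mM EDTA, 1mM DTT, pH 7.5) received compound, then a probe mix of 5 nM fluorescein-DNA and 100nM Texas-615-DNA. Fluorescence polarization was read for both dyes.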
Pin1 inh – inhibitors of human Pin1 | 390,000 compounds, 0.009% hits | Pin1 FP peptide displacement, HiFluor488, 10 min | AID 504891 | Potency, µM (highest dose often 115 µM), without a hit: at the top dose activity, negative = inhibition, hits mostly inhibitors | Q13526; active = well fitted inhibition curve with a large enough effect in the polarisation, with a control signal flat, not every such curve was filed as active; inconclusive = small, poorly fitted or top-dose-only effect, or effect the other way, or a change in a side signal; inactive = no such curve, though single readings can be large or run the other way; the % refers to the polarisation; also: potency is read from the fitted curve at half-maximal effect; % is scaled to controls: 0 for no effect and ±100 for the full control effect
Target sequence (Q13526 whole entry, looked up): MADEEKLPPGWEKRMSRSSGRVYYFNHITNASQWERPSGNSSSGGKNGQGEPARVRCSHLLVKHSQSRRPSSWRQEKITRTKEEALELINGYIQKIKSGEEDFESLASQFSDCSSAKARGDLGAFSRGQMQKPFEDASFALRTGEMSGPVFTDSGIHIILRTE
GLS inh – inhibitors of human glutaminase (GLS); O94925; GLS enzymatic activity, qHTS titration; Potency, µM (titrated, usually from 45.5 µM), for the others: at the highest dose activity change, negative = inhibition, usual class: inhibitors; 410,000 compounds, 0.21% hits; also: potency is read from the fitted curve at half-maximal effect; % is scaled to controls: 0 for no effect and ±100 for the full control effect
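hKGA in 45 mM KH2PO4 (pH 8.2), 0.02% Tween-20 with compound, then 1mM L-Glutamine (stock as added) plus glutamate oxidase/HRP/Amplex red coupling mix. Fluorescence read initially and after 30 min at RT; signal change reflects glutamate formation.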
G9a inh – blocks human histone lysine methyltransferase G9a; Q96KQ7; G9a H3K9 monomethylation, AlphaScreen, 2 h; Potency, µM (series often up to 102 µM), for the others: top-dose activity, negative = inhibition, most hits filed as inhibitors; 350,000 compounds, 8.8% hits; also: potency is read from the fitted curve at half-maximal effect; % is scaled to controls: 0 for no effect and ±100 for the full control effect; nearly all actives have a fitted effect of over 75% in size
Target sequence (Q96KQ7 913-1193 limits assumed): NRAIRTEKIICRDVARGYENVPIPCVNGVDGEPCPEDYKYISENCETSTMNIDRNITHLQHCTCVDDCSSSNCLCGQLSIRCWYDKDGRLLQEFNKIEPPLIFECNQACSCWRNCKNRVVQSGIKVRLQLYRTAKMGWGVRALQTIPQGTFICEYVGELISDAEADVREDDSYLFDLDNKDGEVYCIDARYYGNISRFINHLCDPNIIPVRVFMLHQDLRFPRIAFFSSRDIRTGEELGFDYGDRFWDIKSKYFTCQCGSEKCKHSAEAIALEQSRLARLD
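AlphaScreen detection with an anti-monomethyl H3K9 antibody quantified product after a 2 h room-temperature reaction containing 500 nM biotinylated H3K9 peptide, 20 µM SAM and 20 nM enzyme, which had been preincubated 15 min with compound.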
PI4K2A inh – blocks human PI4K2A kinase activity; 420,000 compounds, 0.13% hits; Q9BTU6; purified PI4K2A, ADP-Glo luminescence, 1 h; hits give low values; AID 1346378; activity change, negative = inhibition, % at 76.9 µM; in the data active = activity change below about -50%; inconclusive = mostly about -30% to -49%;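 also: -100% = wells without enzyme as full effect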
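PI4K2A activity was measured by ADP-Glo luminescence: enzyme (4 ug/mL stock) and phosphatidylinositol (1.2 mM stock) in Tris pH 7.5/MgCl2/EGTA/Triton X-100 buffer were reacted with ATP (300 microM stock) for one hour at ambient temperature.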
JMJD2A Tudor – blocks the human JMJD2A Tudor domain; O75164; AlphaScreen JMJD2A-Tudor / H3K4me3 peptide binding; Potency, µM (top dose mostly 114 µM), inactives show at the top dose activity change, negative = inhibition, usual class: inhibitors; 390,000 compounds, 4.4% hits; also: potency is read from the fitted curve at half-maximal effect; % is scaled to controls: 0 for no effect and ±100 for the full control effect; nearly all actives have a fitted effect of over 50% in size
BAZ2B block – inhibitors of human BAZ2B bromodomain; Q9UIF8; AlphaScreen BAZ2B-H3K14Ac peptide displacement; Potency, µM (top dose mostly 114 µM), inactives show at the highest dose activity change, negative = inhibition, hits mostly inhibitors; 360,000 compounds, 4.4% hits; also: potency is read from the fitted curve at half-maximal effect; % is scaled to controls: 0 for no effect and ±100 for the full control effect; nearly all actives have a fitted effect of over 60% in size
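Inhibition is scored as reduced AlphaScreen emission. The BAZ2B/b-H3(5-23)K14Ac complex (50 nM each) in PBS pH 7.4, 0.01% Tween-20 meets compound (up to 110 uM) for 30 min at RT before bead addition.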
HP1b chromo inh – blocks HP1-beta chromodomain binding to methylated histone tails; P83916; AlphaScreen HP1-beta / biotin-H3K9me3 peptide binding; Potency, µM (series often up to 114 µM), for the others: at the top dose activity change, negative = inhibition, usual class: inhibitors; 390,000 compounds, 0.56% hits; also: potency is read from the fitted curve at half-maximal effect; nearly all actives have a fitted effect of over 70% in size; inactives centre near 23
Target sequence (P83916 whole entry, looked up): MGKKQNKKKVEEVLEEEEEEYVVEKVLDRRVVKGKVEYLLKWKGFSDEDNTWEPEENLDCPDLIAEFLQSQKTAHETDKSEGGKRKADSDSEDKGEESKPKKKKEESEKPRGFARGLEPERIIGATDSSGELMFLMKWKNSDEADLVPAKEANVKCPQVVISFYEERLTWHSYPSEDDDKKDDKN
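HP1-beta protein (50 nM final) preincubated 30 min at room temperature with biotinylated H3(1-18)K9me3 peptide (50 nM) in PBS pH 7.4, 0.01% Tween-20, then compound added for 30 min. AlphaScreen streptavidin donor/nickel chelate acceptor beads (10 ug/mL final), 30 min dark, luminescence read.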
Numbers without * were called inactive; i = inactive; u = inconclusive; x = no result given; & = joins results of further samples; [ ] = remark or other dose. Unless noted, calls follow the shape of the dose curve; as a rule, active = well fitted curve in the direction sought with a large enough effect; inconclusive = small, poorly fitted or top-dose-only effect, or another doubt; inactive = no such curve, though single readings can be large; an effect the other way counts as inactive or inconclusive. Rows were taken by chance; overall some 11% were active at least once.

SMILES	PGK inhibitor	ERG Ets-DNA blk	Pin1 inh	GLS inh	G9a inh	PI4K2A inh	JMJD2A Tudor	BAZ2B block	HP1b chromo inh
COc1ccc([C@H]2CC(=O)C=C(c3ccc(OC)nc3)C2)cc1	-2.6%	1.1%	-0.2%	3.9%	12.8%[0.501 µM]	2.1	-21.4%	-37.6%	58.0%[activator]
O/N=C1/C2C3CC4C5C3C1C5C1(OCCO1)C42 (centres undefined)	i	-10.4%	-0.5%	-0.7%	-13.0%	7.2	6.5%	78.9%[activator]	35.9%[activator]
CCNc1oc(-c2ccc(OC)cc2)nc1S(=O)(=O)c1ccc(Br)cc1	-7.4%	-0.3%	0.3%	-4.0%	56.2µM*	-2.4	-19.4%	-5.4%	29.0%
O=C(c1ccco1)c1cn(CC(=O)N2CCCCC2)c2ccccc12	-3.1%	-0.5%	2.5%	4.0%	-23.3%	1.8	-16.5%	-2.2%	28.8%
CCOC(=O)C1=CC[C@H]2c3c(c4ccc(OC)cc4n3C)C(=O)C1N2S(=O)(=O)c1ccc(C)cc1	7.2%	-7.2%	13.7%	-7.3%	-29.5%[0.501 µM]	-6.4	-15.7%	0.2%	32.3%
COc1cc(OC)cc(-c2cc3nc(C)c(CCC(=O)Nc4ccccc4OC)c(C)n3n2)c1	-5.0%	12.4%	29.4%	-1.0%	u	2.9	-19.5%	-5.4%	13.0%
CC(NC(=O)c1ccccc1F)c1nnc(SCC(=O)NC2=NCCS2)n1C (centres undefined)	-0.5%	12.1%	-4.5%	-2.4%	u	-1.2	-11.4%	-0.7%	-7.9%
Clc1ccc(CNC23CN4CN(CN(C4)C2)C3)c(Cl)c1	0.6%	-0.9%	0.2%	11.6%	-4.0%[59 µM]	-1.3	-11.8%	9.6%	28.7%
Cc1cc2n(c(=O)c1C#N)CCCN2c1cccc(Cl)c1	-0.2%	1.9%	-3.6%	0.4%	u	1.3	-5.2%	-3.7%	30.8%
CCOC(=O)N/N=C1\CCc2ccccc21	-13.3%	6.7%	0.7%	-11.0%	14.6%[59 µM]	0.2	-9.6%	7.4%	32.0%
CCn1c(SCC(=O)Nc2ccc3c(c2)OCO3)nnc1C(C)C	-4.2%	-3.9%	-2.6%	-9.7%	6.3%	0.3	-2.1%	2.5%	31.7%
O=C1CC(c2ccc(O)cc2)Oc2cc(O)cc(O)c21 (centres undefined)	i	1.3%	-1.5%	23.6%	-5.3%	1.8	-15.1%	-9.6%	26.6%
CCS(=O)(=O)N1CCC(C(=O)Oc2ccccc2Cl)CC1	i	-5.3%	-2.3%	-1.3%	32.5%[activator]	-3.0	-5.9%	-4.0%	4.3%
CCCCOc1ccc(C2CC(=O)N(C)C2=O)cc1 (centres undefined)	-6.0%	10.5%	-14.9%	5.9%	-5.3%[59 µM]	5.1	-3.3%	0.2%	29.7%
O=C(CSc1nnnn1-c1ccccc1)Nc1ncc(Cc2cc(Cl)ccc2Cl)s1	0.4%	-6.3%	-1.4%	-2.9%	12.7%[2.33 µM]	-3.6	0.0%	-0.8%	29.5%
C=C(NS(=O)(=O)c1ccc(C)cc1)C(=O)OC	-6.9%	-10.7%	0.5%	-8.3%	x	0.7	-6.8%	x	44.1%[activator]
C/C=C/C(=O)Nc1nnc(-c2ccccc2C)s1	i	-10.4%	-5.3%	-8.5%	-5.6%	3.4	-4.1%	-2.4%	34.5%
O=c1[nH]cnc2scc(C3COc4ccccc4O3)c12 (centres undefined)	-4.4%	-6.3%	-2.6%	2.0%	6.4%[59 µM]	-4.9	-1.6%	-6.6%	32.5%[activator]
Cc1ccc(Nc2nnc(SCC(=O)c3ccc(Br)s3)s2)c(C)c1	-1.6%	12.6%	76.0%[activator]	13.2%	11.2µM*	-0.3	-18.2%	-27.0%	10.0%
O=C(CCS(=O)(=O)c1cccs1)Nc1ccc(C(=O)Nc2cccc(Cl)c2)cc1	i	0.9%	11.4%	1.1%	5.9%[59 µM]	-1.6	1.7%	1.8%	43.8%[activator]
O=C(NC1CCCCC1)c1cc2c(Cl)nc3ccccc3c2s1	-3.6%	-0.2%	44.4%[activator]	0.6%	0.7%[59 µM]	0.6	-2.0%	-3.9%	41.4%[activator]
COc1ccc(NC2CS(=O)(=O)CC2NCc2ccccc2)cc1 (centres undefined)	8.9%	-7.8%	-4.5%	-0.7%	10.1%[59 µM]	3.6	-23.4%	1.3%	-1.1%
N#Cc1c(NC(=O)CSc2nc(-c3ccccc3)cc(C(F)(F)F)n2)sc2c1CCC2	i	5.1%	-14.5%	-12.1%	-16.2%[59 µM]	-5.9	-4.3%[57.1 µM]	-7.8%	17.8%
Cc1ccc(-n2c(CNc3ccc(F)cc3)nnc2SCC(N)=O)cc1	-7.1%	0.8%	2.9%	20.5%	7.4%	1.5	-12.2%	-6.3%	20.1%
O=C(COC(=O)c1c[nH]c(=O)[nH]c1=O)Nc1ccccc1	-8.2%	7.0%	-2.3%	19.4%	-1.0%	0.6	9.8%	-27.7%	43.0%[activator]
Cc1ccccc1NC(=O)CCC(=O)N1CCSc2ccccc21	-0.2%	-3.8%	4.9%	3.1%	3.5%[59 µM]	0.6	-22.3%	-8.4%	3.2%
CCCCOC(=O)c1ccc(NC(=O)c2cc(=O)c3ccccc3o2)cc1	-6.2%	2.7%	10.3%	7.8%	11.8%[59 µM]	-4.3	-19.1%	-2.2%	25.2%
Cc1ccc(-c2[nH]c(-c3ccccc3)nc2SCC(=O)NCC2CCCO2)cc1 (centres undefined)	-0.2%	2.6%&-1.6%	1.1%&9.7%	-1.9%&-8.0%	-31.7%[59 µM]	-0.1&1.6	-34.9%&-26.4%	u	-20.1%&9.6%
COc1cccc(NC(=O)Cn2c(=O)n(CCCCC(=O)NCCc3ccccc3)c(=O)c3ccccc32)c1	-1.5%	-9.6%	-3.1%	16.9%	3.7%[59 µM]	0.8	-21.5%	1.6%	11.1%
OCCN=C(c1ccccc1)C12CN3CN(CN(C3)C1)C2	-7.3%	-8.8%	-7.2%	-7.0%	-10.9%	6.3	-3.4%	9.4%	40.5%
CCCc1cnc2c(c1SCC(=O)Nc1ccccc1OCC)c(=O)n(C)c(=O)n2C	4.4%	10.2%	-4.1%	0.8%	6.6%[59 µM]	-3.6	-0.6%	-2.8%	11.6%
CSCCC(NC(=O)c1ccoc1C)C(=O)O (centres undefined)	1.1%	x	-1.9%	7.0%	u	-0.7	-23.6%	-6.7%	30.2%
COc1cccc(C2=N/C(=C\N(C)C)C(=O)O2)c1	-6.0%	-4.4%	0.9%	11.3%	-5.8%[59 µM]	-2.3	-31.5%[11.4 µM]	1.8%	u
CCCCN1C(=S)NC[C@@H]1Cc1ccc(O)cc1	6.2%	-8.4%	-0.9%	20.1%	30.9%[12.7 µM]	1.3	-5.0%	3.4%	43.4%[activator]
Cn1ncc(Cl)c(Oc2ccc(C(C)(C)C)cc2)c1=O	-7.9%	1.1%	0.3%	2.7%	-14.2%[59 µM]	-4.7	10.0%	6.6%	49.2%[activator]
Cc1nc2ncnn2c(C)c1CCC(=O)Nc1csc(N)n1	-1.7%	4.0%	0.3%	0.1%	-5.4%[59 µM]	-4.6	-12.6%	7.4%	24.0%
Cc1cccc(Cn2cnc3c(nnn3Cc3ccc(Cl)cc3)c2=O)c1	-6.2%	0.5%	32.2%[activator]	3.2%	-2.5%	0.9	2.2%	6.0%	50.9%[activator]
COc1ccc(NC(=O)CSc2nnc(NC(=O)Nc3ccc(OC)cc3)s2)cc1	i	1.3%	2.4%	6.1%	u	-3.4	-11.4%	-17.8%	32.8%
Cc1cc(C)c2c(NC(N)=S)n[nH]c2n1	6.0%	1.4%	0.9%	-4.5%	25.1µM*	-10.5	31.6µM*	-0.3%	-1.2%
CCn1cc(S(=O)(=O)NCCc2ccc(OC)c(OC)c2)cn1	-5.6%	21.7%	-0.5%	-0.4%	19.7%	-4.4	8.2%	-1.5%	14.7%
Cc1ccc2c(CC(=O)O)coc2c1C	-3.0%	-0.8%	-12.0%	1.4%	23.0%	-9.5	20.5%[11.4 µM]	8.8%	6.8%
CCOC(=O)/C(C#N)=C1\Nc2ccccc2N=C1N(CC(C)C)CC(C)C	-4.4%[11.5 µM]	x	u	6.5%	0.2%[12.7 µM]	-4.9	-20.2%	u	6.8%
O=C(CCN1C(=O)[C@H]2CC=CC[C@H]2C1=O)NCc1nc(-c2ccc(Cl)cc2)no1	-7.6%	9.2%	-0.2%	-2.2%	22.7%	5.9	-20.7%	u	18.8%
Cc1[nH]n(-c2ccccc2)c(=O)c1N=Nc1ccc(C(N)=O)cc1	-4.3%	-5.3%	-3.2%	-3.9%	x	-1.7	-11.9%	-9.1%	8.6%
COc1ccc(NS(=O)(=O)c2ccc3oc(SC)nc3c2)cc1	2.9%	10.3%	-2.1%	17.9%	39.8µM*	-0.4	-8.4%	-0.8%	u
O=C1COc2cc(S(=O)(=O)CCC(=O)N3CCN(c4ccccc4)CC3)c(Cl)cc2N1	2.5%	-7.9%	5.7%	0.5%	-1.3%[59 µM]	5.0	-3.6%	-10.3%	20.9%
Cc1noc(C)c1C(=O)NNc1ccc(C(C)C)cc1	i	2.3%	-0.3%	5.8%	u	0.9	-28.3%	-26.9%	36.8%[activator]
C=CCNC(=S)N/N=C/c1ccc(-c2ccc(OC)cc2)o1	-3.1%	-3.8%	5.4%	u	x	-4.4	-34.1%	u	1.7%
O=C(CSc1nnc2ccc3ccccc3n12)c1ccc(F)cc1	4.4%	5.3%	111.0%[activator]	-19.2%	-18.3%[12.7 µM]	0.5	u	u	162.9%[activator]
